Screens (PubChem BioAssay)
tim10-1 inh: growth inhibitors of tim10-1 mutant yeast. hit rate 2.2% among 330,000. inhibition, % at 20 µM. S. cerevisiae tim10-1 ts strain growth, BacTiter-Glo, 24 h;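 active = inhibition of at least 40%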;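 also: mutant grown at 25 °C; 0% = DMSO wells with yeast and 100% = wells holding no yeast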
UPR XBP1 act: activators of adaptive arm of unfolded protein response (XBP1); CHO-XBP1 luciferase reporter, IRE1-XBP1 UPR activation, luminescence; percent of tunicamycin response, DMSO as zero; activation, % at 20 µM; hit rate 0.33% among 330,000;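 active = versus positive control, 20 µM dose yields 30% or more activation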;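 also: 100% = tunicamycin at 10 µg/mL and 0% = DMSO only wells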
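assay system = CHO-XBP1 luciferase reporter cells | amount = 1000 cells/well | buffer or medium = F12 plus 10% FBS | compound dosing = single point, 20 µM final compound, 1% DMSO | incubation = 16-18 h cell attachment at 37 °C, then 6 h compound exposure | detection = Steady-Glo luminescence read | controls = tunicamycin 10 µg/mL and vehicle-only wells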
Jurkat NFkB inh: inhibitors of the PMA/ionomycin-induced NF-kB reporter in Jurkat cells. PMA/ionomycin-induced NF-kB luciferase reporter, luminescence. inhibition, % at 4 µM. hit rate 0.53% among 330,000. AID 435003; in the data active = inhibition above about 50%
697 NFkB inh: lowers PMA/ionomycin-induced NF-kB signal in 697 B cells; inhibition, % at 4 µM; hit rate 0.33% among 330,000; AID 435022; 697 B-cell NF-kB luciferase reporter, 16 h; in the data active = inhibition above about 35%
CHOP UPR activ: activators of apoptotic arm of unfolded protein response (CHOP) | CHO-CHOP luciferase reporter, UPR activation, luminescence; percent of tunicamycin response over DMSO baseline | activation, % at 10 µM | hit rate 0.34% among 330,000;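 active = at 10 µM dose, activation of 40% or more, normalized to positive control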;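 also: 100% = tunicamycin at 10 µg/mL and 0% = DMSO alone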
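assay system = CHO CHOP reporter cells | amount = 500 CHO-CHOP cells per well | buffer or medium = F12 with 10% FBS | incubation = 16-18 h cell attachment, then 6 h compound exposure, 37 °C | detection = luminescence read with Steady-Glo | read-out = percent activation relative to tunicamycin control | controls = tunicamycin high control, DMSO low control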
TIM10 inh: TIM10 yeast growth inhibition | S. cerevisiae TIM10 strain growth, BacTiter-Glo luminescence, 24 h | inhibition, % at 10 µM | hit rate 1.4% among 330,000 | AID 463195;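 active = inhibition of 40% or more at the single tested concentration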;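 also: wild-type TIM10 isogenic control strain grown at permissive 25 °C; 0% = DMSO yeast wells and 100% = minimal medium wells without yeast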
Mdm2-MdmX inh: disrupts the human Mdm2-MdmX interaction; hit rate 3% among 330,000; inhibition, % at 8 µM; SaOS-2 split-luciferase Mdm2/MdmX complementation, luminescence; O15151+Q00987;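 active = inhibition of at least 50% at 8 µM in the primary screen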
Target sequence (O15151 whole entry, looked up): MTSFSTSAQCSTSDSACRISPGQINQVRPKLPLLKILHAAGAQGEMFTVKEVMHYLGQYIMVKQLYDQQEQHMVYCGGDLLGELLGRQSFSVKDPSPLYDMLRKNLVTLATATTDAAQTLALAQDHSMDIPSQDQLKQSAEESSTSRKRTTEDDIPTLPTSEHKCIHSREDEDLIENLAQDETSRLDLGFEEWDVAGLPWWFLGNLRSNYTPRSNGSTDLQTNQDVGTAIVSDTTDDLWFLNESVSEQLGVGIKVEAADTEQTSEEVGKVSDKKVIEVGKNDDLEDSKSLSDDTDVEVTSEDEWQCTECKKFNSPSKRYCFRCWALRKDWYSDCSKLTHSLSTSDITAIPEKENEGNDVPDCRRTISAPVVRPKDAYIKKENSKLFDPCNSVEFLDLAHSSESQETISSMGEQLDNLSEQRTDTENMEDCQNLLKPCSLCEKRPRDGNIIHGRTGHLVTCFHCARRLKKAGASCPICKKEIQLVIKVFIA
Target sequence (Q00987 whole entry, looked up): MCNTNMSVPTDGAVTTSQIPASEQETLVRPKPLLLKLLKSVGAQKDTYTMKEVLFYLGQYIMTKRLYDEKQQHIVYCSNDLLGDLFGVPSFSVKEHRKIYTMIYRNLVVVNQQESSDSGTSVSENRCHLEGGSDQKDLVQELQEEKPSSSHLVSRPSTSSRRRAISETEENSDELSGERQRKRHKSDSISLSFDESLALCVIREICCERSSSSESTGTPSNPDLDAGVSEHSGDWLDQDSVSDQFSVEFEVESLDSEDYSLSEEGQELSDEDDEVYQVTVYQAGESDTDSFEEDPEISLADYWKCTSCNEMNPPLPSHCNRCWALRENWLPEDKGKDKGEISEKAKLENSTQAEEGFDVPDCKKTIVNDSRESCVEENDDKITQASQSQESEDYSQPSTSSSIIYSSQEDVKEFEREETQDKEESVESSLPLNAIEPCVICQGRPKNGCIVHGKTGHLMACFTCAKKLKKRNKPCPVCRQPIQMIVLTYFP
tim23-1 inh: tim23-1 yeast growth inhibition | inhibition, % at 20 µM | AID 463212 | S. cerevisiae tim23-1 growth, BacTiter-Glo luminescence, 24 h | hit rate 1.3% among 330,000;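 active = growth inhibition of the mutant yeast at or above 50%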;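 also: temperature-sensitive mutant grown at 25 °C; plate controls were DMSO-treated mutant yeast for no effect and medium wells lacking yeast for full effect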
An asterisk follows results filed as active; . = not tested or not shown.

SMILES | tim10-1 inh | UPR XBP1 act | Jurkat NFkB inh | 697 NFkB inh | CHOP UPR activ | TIM10 inh | Mdm2-MdmX inh | tim23-1 inh
C=CCN(CC=C)S(=O)(=O)c1ccc(NC(=S)NC(=O)/C=C/c2ccccc2)cc1 | 1 | 3 | -8 | -7 | 4.5 | 3 | 27 | 11
CCOc1ccc(NC(=O)Cn2c(=O)n(CC3CCCO3)c(=O)c3ccccc32)cc1 (stereo not drawn) | 10 | -2 | 3 | -1 | 0.3 | -4 | -21 | 4
O=C(O)c1ccc(-c2ccccn2)s1 | 2 | 1 | -17 | -33 | -0.3 | -2 | 3 | 8
CC(=O)Nc1ccc(N2CCCC2)cc1 | 1 | 0 | -14 | 22 | -0.5 | -3 | -22 | 15
CCN(Cc1cnn(C)c1)C(=O)CC1C(=O)NCCN1Cc1cccc(OC)c1OC (stereo not drawn) | 9 | 0 | 3 | -7 | -3.1 | -8 | -10 | 9
COc1ccccc1C(CNC(=O)c1oc2ccccc2c1C)N1CCCC1 (stereo not drawn) | -5 | -5 | -12 | 1 | -0.5 | 3 | 0 | 0
Cc1ccc(C(=O)NCC(=O)O)o1 | 8 | -2 | 4 | 8 | -0.2 | 5 | -5 | 2
CCC(=O)Nc1ccc(C(=O)CSc2nnc(-c3ccccc3F)n2CCc2ccccc2)cc1 | 10 | 1 | 10 | 5 | 0.8 | 9 | -7 | -1
CC1=NOC(=O)/C1=C\c1ccccc1 | 2 | -4 | 1 | 20 | 2.0 | 5 | 5 | 17
COc1ccccc1NC(=O)c1ccc(NC(=O)COC(=O)C2CCCCC2)cc1 | 35 | -2 | -20 | -3 | 1.6 | -1 | 21 | 24
CCOC(=O)Cn1cnc2c(nnn2-c2ccccc2)c1=O | 1 | -1 | -11 | 13 | 1.5 | 1 | -5 | 0
CCCCN(C)C(=O)c1cc2cc3ccc(OC)cc3nc2s1 | 32 | -2 | -185 | -275 | -1.1 | 26 | -162 | 36
COc1ccc(-c2noc(N3CCC(C(=O)NCc4ccc(Cl)cc4)CC3)n2)cc1 | 11 | 3 | 9 | 6 | 9.8 | -13 | 21 | 7
COCCCNCCCOc1ccc(Cl)cc1Br | 14 | 2 | 5 | 6 | 0.1 | 9 | 1 | 11
CCOC(=O)C1(C)Oc2ccccc2C(C(=O)OC)=C1C(=O)OC (stereo not drawn) | 4 | 1 | . | 15 | 4.8 | -12 | 2 | 29
COc1ccc(NS(=O)(=O)c2cccs2)cc1S(=O)(=O)N1CCOCC1 | -6 | -3 | -1 | -4 | -0.2 | 7 | 18 | 5
Cc1ccc(C(=O)NC(=S)Nc2ccc3[nH]c(=O)[nH]c3c2)cc1 | 8 | -1 | 5 | -5 | 0.2 | -11 | -10 | -7
Cc1ccc(NCc2cccnc2)cc1 | 0 | -4 | -3 | 30 | -1.5 | 2 | -32 | -2
O=C1c2cccc(OCc3ccc(F)cc3)c2CCN1Cc1ccccc1 | 20 | -1 | 20 | -5 | 1.3 | 21 | 14 | 16
COc1ccc(C2=CC(c3ccc(OC)c(OC)c3)NC(=S)N2)cc1 (stereo not drawn) | 12 | 0 | 4 | 10 | -0.7 | 7 | 0 | 4
CCNC(=O)NCc1c(C)c(C)n(Cc2ccccc2)c1-n1cccc1 | 15 | -4 | -7 | -24 | -0.9 | 11 | 1 | 17
Cc1ccc(-c2nn3c(C)nnc3s2)cc1NC(=O)C(C)C | -2 | 1 | -20 | 1 | -1.5 | 4 | -7 | 10
O=C1C2C3C=CC(C3)C2C(=O)N1c1cccnc1 (stereo not drawn) | 15 | 4 | -5 | 3 | -0.3 | 12 | -17 | 12
CC(NCc1ccc(OCc2ccc(Cl)cc2)cc1)C(O)c1ccccc1 (stereo not drawn) | -17 | 27 | 14 | 0 | 6.0 | -48 | 100* | -8
CC(C)C[C@H](N)c1cn([C@@H](Cc2ccc(O)cc2)C(=O)N2CCNCC2)nn1 | 3 | -2 | -4 | 1 | -2.0 | 6 | 12 | 13
Cc1cc(NCCO)c2ccccc2n1 | -5 | 1 | -14 | 0 | 0.7 | -18 | -25 | 3
O=C(O)c1ccc(Cl)c(S(=O)(=O)N2CCCC2)c1 | 12 | 0 | 5 | 8 | -0.5 | 8 | 4 | 3
COC(=O)c1c(N)sc(C(C)=O)c1C | 6 | -2 | 5 | 1 | 4.6 | 3 | -12 | 7
O=C(COC(=O)CCSc1ccc(Cl)cc1)NCc1ccco1 | 24 | -2 | -8 | 10 | 1.6 | 17 | -14 | 15
Cn1c(CCC(=O)Nc2cc(S(C)(=O)=O)ccc2Cl)nc2cc(S(=O)(=O)N3CCOCC3)ccc21 | 10 | 1 | 7 | 6 | -0.9 | 1 | 13 | -2
COCCOC(=O)c1c(C)oc2ccc(OCC=C(C)C)cc12 | -2 | -3 | 11 | -2 | -1.9 | 14 | 15 | 15
COc1ccc(NS(=O)(=O)c2ccc3oc(SC(C)C(N)=O)nc3c2)cc1 (stereo not drawn) | 2 | -5 | 16 | -40 | -0.2 | 9 | 28 | 9
COc1ccc(OC)c(NC(=O)CCCCCn2nnc3ccccc3c2=O)c1 | 18 | 1 | -17 | -2 | 0.1 | -12 | 36 | 13
CCC(C)NC(=O)COC(=O)c1ccc(Cl)cc1O (stereo not drawn) | 1 | 2 | 1 | 3 | -0.8 | -14 | -4 | -18
CCOC(=O)C1CCN(CC(C)(C)NS(=O)(=O)c2ccc(C)cc2)CC1 | -9 | -4 | -7 | 3 | 6.4 | -40 | 20 | -3
COc1ccc(NS(=O)(=O)c2cccc(C(=O)NNC(=O)c3cc(S(N)(=O)=O)ccc3OC)c2)cc1 | 17 | -5 | -2 | -13 | -1.5 | 4 | 5 | -13
COc1ccccc1NCCC(=O)OCC(=O)NC1CCCCCC1 | 25 | 1 | 9 | -8 | -1.6 | 11 | 15 | 27
CN1C2CCC1CC(OC(c1ccccc1)c1ccccc1)C2 (stereo not drawn) | -16 | -1 | -16 | 6 | -0.1 | -11 | 27 | 5
Oc1ccc(/C=N/Nc2ccc(C(F)(F)F)cn2)c(O)c1 | 65* | 7 | -15 | -9 | 6.8 | 65* | 64* | 78*
CCOc1ccc(S(=O)(=O)N2CCC(C(=O)NCC3CCCO3)CC2)cc1Cl (stereo not drawn) | -1 | 4 | 0 | 9 | -0.5 | -18 | -21 | 3
Cc1ccc(CSCc2nnc(SCC(=O)N3CCN(c4ccccc4)CC3)n2C)cc1 | 27 | 3 | 5 | -11 | -1.9 | 7 | 13 | 21
CSCCC(NC(=O)c1ccccc1)C(=O)NNC(=O)c1csc(N2CCOCC2)n1 (stereo not drawn) | -17 | -3 | -10 | -10 | -0.1 | 0 | 19 | 2
COc1ccc(CN2CCN(CC=C(C)C)C(CCO)C2)cc1Cn1cncn1 (stereo not drawn) | 14 | -1 | -11 | -19 | -0.4 | 4 | 6 | 5
O=c1c2sc3nc(N4CCOCC4)c4c(c3c2ncn1CCc1ccccc1)CCCC4 | 30 | 9 | -11 | -34 | -0.8 | 18 | 30 | 18
CC1(C)Cc2c(C#N)c(N)n(-c3ccccc3)c(=S)c2CO1 | 19 | 20 | 7 | 13 | -0.4 | 14 | -2 | 11
COc1cc(NC(=O)c2cc3ccccc3cc2OC)ccc1NC(=O)c1cccs1 | 5 | -5 | 3 | 28 | 3.1 | 5 | 58* | 6
CC1(C)Cc2cccc(OCC(=O)OCc3nnc(-c4ccccc4)o3)c2O1 | 10 | 1 | 10 | 2 | 1.6 | 5 | -17 | 27
COC(=O)c1cc2nc(-c3ccc(OC)c(OC)c3)cc(C(F)(F)F)n2n1 | -9 | 1 | 0 | 10 | 0.4 | -10 | 4 | -9
Cc1[nH]n(-c2ccccc2)c(=O)c1N=Nc1ccc2c(c1)OCO2 | -13 | 0 | -51 | -75 | 5.2 | -12 | -46 | -13
Cn1c(Cc2ccccc2)nnc1SCC(=O)Nc1ccccc1N1CCOCC1 | 22 | -2 | -1 | 1 | 0.3 | 12 | 14 | 21
COc1ccc(C(=O)COC(=O)c2ccc([N+](=O)[O-])s2)cc1OC | 58* | 7 | 14 | 19 | 5.9 | 61* | -15 | 41
Cc1[nH]n(-c2ccccc2)c(=O)c1/C=N/O | -5 | -1 | -2 | 11 | -1.6 | -5 | 4 | 3
COc1cc(-c2nnc(SCc3cc(=O)oc4cc(C)ccc34)o2)cc(OC)c1OC | 17 | 5 | 9 | -19 | 15 | 5 | 43 | 23
CCCCn1c(N)c(N(CC)C(=O)CSCC(=O)Nc2ccc(OC)cc2)c(=O)[nH]c1=O | 5 | -3 | 5 | 4 | 1.6 | -7 | 28 | 6
Fc1ccccc1CSc1nnc(-c2cccs2)o1 | 33 | 5 | -83 | -190 | 6.7 | 24 | -76 | 30
Cc1cc(Cl)ccc1OCC(=O)N1C(C)CCCC1C (stereo not drawn) | 25 | -3 | -1 | 3 | 7.7 | 3 | -33 | 34
CCCN1CCC(Oc2cccc(C(=O)NCCc3ccccc3)c2)CC1 | -1 | 2 | -48 | -38 | 7.2 | -9 | -12 | -3
CCOc1ccccc1NC(=O)CN1CCC(NC(=O)Nc2ccccc2)CC1 | -25 | -4 | 32 | 5 | -0.4 | -33 | 12 | -4
CC(=O)c1cc(C#N)c(SCc2ccc(F)cc2)nc1C | 0 | 1 | -12 | -27 | 2.5 | -15 | 3 | -9
Cc1ccccc1OCC(=O)Nc1cccc(Cl)c1C | 14 | -1 | -15 | 7 | 1.5 | 8 | 10 | 15

Seven of the compounds above, as a markdown table:
| SMILES | tim10-1 inh | UPR XBP1 act | Jurkat NFkB inh | 697 NFkB inh | CHOP UPR activ | TIM10 inh | Mdm2-MdmX inh | tim23-1 inh |
| --- | --- | --- | --- | --- | --- | --- | --- | --- |
| CC1(C)Cc2c(C#N)c(N)n(-c3ccccc3)c(=S)c2CO1 | 19 | 20 | 7 | 13 | -0.4 | 14 | -2 | 11 |
| CC(=O)c1cc(C#N)c(SCc2ccc(F)cc2)nc1C | 0 | 1 | -12 | -27 | 2.5 | -15 | 3 | -9 |
| Cn1c(Cc2ccccc2)nnc1SCC(=O)Nc1ccccc1N1CCOCC1 | 22 | -2 | -1 | 1 | 0.3 | 12 | 14 | 21 |
| CCCN1CCC(Oc2cccc(C(=O)NCCc3ccccc3)c2)CC1 | -1 | 2 | -48 | -38 | 7.2 | -9 | -12 | -3 |
| COc1cc(NC(=O)c2cc3ccccc3cc2OC)ccc1NC(=O)c1cccs1 | 5 | -5 | 3 | 28 | 3.1 | 5 | 58* | 6 |
| COc1ccc(C(=O)COC(=O)c2ccc([N+](=O)[O-])s2)cc1OC | 58* | 7 | 14 | 19 | 5.9 | 61* | -15 | 41 |
| CCOc1ccccc1NC(=O)CN1CCC(NC(=O)Nc2ccccc2)CC1 | -25 | -4 | 32 | 5 | -0.4 | -33 | 12 | -4 |

(next part)
SMILES | tim10-1 inh | UPR XBP1 act | Jurkat NFkB inh | 697 NFkB inh | CHOP UPR activ | TIM10 inh | Mdm2-MdmX inh | tim23-1 inh
COc1cccc(-c2c(C#N)c(N)nc3c2c(C)nn3-c2ccccc2)c1O | 17 | -7 | -9 | -8 | 0.1 | 10 | 36 | 51*
O=C(CCSCc1ccc(Cl)cc1)NC1CCCC1 | 11 | 0 | 8 | 13 | 1.4 | 13 | 0 | -2
CCOC(=O)C1CCN(C(=O)CN2C(=O)C(C(C)C)Oc3ccccc32)CC1 (stereo not drawn) | -8 | 1 | -16 | 2 | -0.2 | -40 | 3 | -6
CCC(=Nc1ccccc1O)C1=C(O)CC(c2ccccc2)CC1=O (stereo not drawn) | -8 | 0 | -3 | 6 | -1.6 | 10 | 29 | 15
CC(C)SCCCCOc1ccc2ccccc2c1 | 2 | 6 | -31 | -30 | 4.2 | -9 | -41 | -5
CN(CC(=O)Nc1nc2ccccc2s1)S(=O)(=O)c1ccccc1 | 8 | 0 | -24 | -30 | 3.6 | -10 | 6 | 15

Hits appear at their usual frequency; overall some 6.6% were active at least once.
